KLK7 zymogen act: proKLK7 zymogen activators, primary screen, biochemical, fluorescence intensity | Kallikrein-7 (Homo sapiens), P49862 | purified proKLK7, EDANS-DABCYL substrate fluorescence; 100% is mature enzyme control, 0% vehicle | activation, % at 7 µM | 370,000 compounds, 0.9% hits | AID 652039, 2013;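 active = activation above the mean of all tested compounds plus 3 SD, computed per campaign excluding outliers beyond control limits, cut at about 13% in these data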
FXN GAA850 act: FXN promoter activators, primary screen, cell-based, luciferase luminescence, HEK293 lucGAA850. activation, % at 6 µM. AID 540364, 2011. 360,000 compounds, 0.56% hits. HEK293 lucGAA850 FXN promoter luciferase reporter, 24 h; percent of 10 µM SAHA response;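 active = activation above the average of all compounds screened plus 3 SD, cutoff fixed separately per campaign, cut at about 7.5% in these data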;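 also: 0% = DMSO wells and 100% = 10 µM SAHA wells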
GC-B act: human GC-B receptor activators, primary screen, HEK293 GC-B cells, cGMP TR-FRET, EC30 CNP. Atrial natriuretic peptide receptor 2 (Homo sapiens), P20594. 0% at EC30 CNP, 100% saturating CNP. activation, % at 10 µM. 370,000 compounds, 0.11% hits. AID 1920062, 2024;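 active = activation at 10 µM reaching about 35% in either raw or pattern-adjusted values, limit read from the data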
Target sequence (P20594 whole entry, looked up): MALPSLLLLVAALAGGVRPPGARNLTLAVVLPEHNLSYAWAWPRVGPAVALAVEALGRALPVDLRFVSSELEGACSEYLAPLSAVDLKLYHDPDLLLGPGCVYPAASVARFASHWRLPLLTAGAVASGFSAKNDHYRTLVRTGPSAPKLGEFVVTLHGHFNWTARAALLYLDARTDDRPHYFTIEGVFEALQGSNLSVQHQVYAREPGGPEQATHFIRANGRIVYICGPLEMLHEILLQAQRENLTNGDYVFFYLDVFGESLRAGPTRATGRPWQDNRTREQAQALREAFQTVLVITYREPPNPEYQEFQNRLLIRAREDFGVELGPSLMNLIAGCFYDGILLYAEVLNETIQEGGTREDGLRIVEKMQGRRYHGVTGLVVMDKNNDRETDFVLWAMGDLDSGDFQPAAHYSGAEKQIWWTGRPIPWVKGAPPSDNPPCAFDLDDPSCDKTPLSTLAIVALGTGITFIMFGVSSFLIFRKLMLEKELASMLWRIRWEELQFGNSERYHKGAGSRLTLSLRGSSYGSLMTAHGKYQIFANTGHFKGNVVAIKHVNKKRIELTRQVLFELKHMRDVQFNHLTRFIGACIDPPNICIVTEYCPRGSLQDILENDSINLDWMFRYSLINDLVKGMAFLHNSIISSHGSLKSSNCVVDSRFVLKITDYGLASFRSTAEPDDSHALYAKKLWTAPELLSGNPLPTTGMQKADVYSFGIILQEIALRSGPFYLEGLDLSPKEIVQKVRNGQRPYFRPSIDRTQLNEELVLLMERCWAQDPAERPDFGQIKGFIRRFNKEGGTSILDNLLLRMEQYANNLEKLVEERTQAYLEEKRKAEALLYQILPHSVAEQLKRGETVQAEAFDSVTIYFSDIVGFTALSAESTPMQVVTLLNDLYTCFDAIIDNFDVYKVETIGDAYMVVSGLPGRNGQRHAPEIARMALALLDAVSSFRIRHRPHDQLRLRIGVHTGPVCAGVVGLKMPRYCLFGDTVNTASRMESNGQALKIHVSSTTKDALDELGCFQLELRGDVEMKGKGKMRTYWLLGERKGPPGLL
DDE Tn6 FP inh: inhibitors of Tn6 peptide binding to fibrin DD(E), primary screen, biochemical, fluorescence polarization, human fibrin, Tn6 probe. Fibrinogen beta chain (Homo sapiens), P02675. Fibrin DD(E) TRITC-Tn6 fluorescence polarization displacement. inhibition, % at 8.3 µM. 370,000 compounds, 0.21% hits. AID 720509, 2013;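 active = inhibition above a per-campaign cutoff: mean of compounds within control limits plus 3 SD, cut at about 15% in these data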;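 also: 0% = median of all compound wells on the plate and 100% = blocking peptide control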
rCAG RNA binder: binders of r(CAG) RNA repeats, primary screen, biochemical, fluorescence. r(CAG) RNA repeat, TO-PRO-1 dye displacement fluorescence. 370,000 compounds, 1.3% hits. inhibition, % at 3 µM. AID 651821, 2012;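 active = inhibition above the plate cutoff, the mean of all test compounds on that plate plus 3 SD, cut at about 35% in these data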;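 also: 0% = DMSO alone and 100% = 100 µM mitoxantrone as full dye displacement; higher means more dye released from RNA so lower well fluorescence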
ADAM10 inh: human ADAM10 inhibitors, primary screen, biochemical, QFRET, HTS. Disintegrin and metalloproteinase domain-containing protein 10 (Homo sapiens), O14672. recombinant ADAM10, EDANS/DABCYL FRET peptide cleavage, 3 h. inhibition, % at 7 µM. 370,000 compounds, 0.62% hits. AID 720582, 2013;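 active = inhibition above a per-campaign cutoff equal to the mean of compounds falling between control-based bounds plus 3 SD, cut at about 20% in these data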;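 also: 0% = DMSO wells while the 100% control is not disclosed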
ARFGAP1 inh: inhibitors of rat ARFGAP1 GAP activity, primary screen, biochemical, fluorescence polarization, GDP tracer | Arfgap1-stimulated ARF1 GTP hydrolysis, GDP FP detection | inhibition, % at 16.5 µM | 360,000 compounds, 0.26% hits | AID 651572, 2012;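 active = inhibition above a per-plate limit, mean inhibition of low control wells plus 3 SD, cut at about 25% in these data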;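 also: 0% = DMSO wells with enzyme and 100% = wells lacking Arfgap1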
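material = rat Arfgap1 catalytic domain, aa 1-136 | also added = human ARF1(Δ1-17)-GTP substrate | compound dosing = one concentration, 16.5 µM, DMSO 1.26% | times = GTP hydrolysis reaction 2 h at 25 °C | measured by = FP, GDP Alexa 633 tracer displaced from anti-GDP antibody, 620/688 nm | evaluation = percent inhibition of Arfgap1-stimulated GTP hydrolysis | replication = single well per compound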
GC-A act: GC-A stimulated cGMP production enhancers – HEK293 GC-A cells, cGMP TR-FRET, EC30 ANP, primary screen; Atrial natriuretic peptide receptor 1 (Homo sapiens), P16066; 0% at EC30 ANP, 100% saturating ANP; activation, % at 10 µM; 370,000 compounds, 0.14% hits; AID 1671463, 2021; in the data active = activation above about 40%
ASAP1 GAP inh: inhibitors of human ASAP1 ArfGAP activity, primary screen, biochemical, fluorescence polarization | ASAP1-stimulated ARF1 GTP hydrolysis, GDP FP detection | inhibition, % at 16.5 µM | 360,000 compounds, 0.19% hits | AID 624377, 2012; in the data active = inhibition above about 25%;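 also: 0% = vehicle with enzyme and substrate and 100% = no enzyme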
sPLA2-III inh: human group III sPLA2 inhibitors, primary screen, biochemical, QFRET, BODIPY PC-A2 liposome substrate; QFRET BODIPY PC-A2 liposome hydrolysis, fluorescence; inhibition, % at 12.2 µM; 370,000 compounds, 0.56% hits; AID 743126, 2013;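 active = inhibition above mean plus 3 SD of compounds lying within the high and low control bounds, cut at about 19% in these data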;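 also: 0% = median of test compound wells and 100% = no enzyme DMSO wells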
An asterisk follows results filed as active; nt = no result given.

SMILES	KLK7 zymogen act	FXN GAA850 act	GC-B act	DDE Tn6 FP inh	rCAG RNA binder	ADAM10 inh	ARFGAP1 inh	GC-A act	ASAP1 GAP inh	sPLA2-III inh
CCOC(=O)c1cc(-c2ccc(OC)cc2)nc2c1c(C)nn2CCC(N)=S	-4.7	1.9	3.3	-2.2	3.4	-128.6	5.1	8.8	10.5	-14.8
O=C1CSC(=O)N1CCOCCN1C(=O)CSC1=O	-0.9	-2.3	4.1	-6.4	-0.2	-4.3	-7.5	4.0	-5.4	-0.4
O=C(CCN1CCOCC1)N1CCc2c([nH]c3ccccc23)C1c1cccc(Cl)c1 (stereo not drawn)	0.5	0.4	-3.7	15.1	1.1	6.4	-9.6	-4.2	13.5	-11.9
C=CCOc1ccc(/C(O)=C2\C(=O)C(=O)N(CCCOC)C2c2ccncc2)cc1 (stereo not drawn)	-0.5	0.6	2.9	1.0	0.4	10.4	-10.8	1.9	-11.4	-5.5
Cc1cc(C(=O)COc2ccccc2C(N)=O)c(C)n1C	1.3	1.0	-1.7	1.1	-2.6	-6.0	4.2	-8.2	-18.6	-2.1
COc1ccc(Cn2ccc3ccc(-c4ccc5ccn(Cc6cccc(F)c6)c5c4)cc32)cc1	-1.6	nt	-2.5	-3.0	21.2	-104.0	nt	-1.1	nt	13.3
Cc1cc(NC(=O)c2csc([C@@H]3O[C@H](CO)[C@H](O)[C@H](O)[C@H]3O)n2)n(C)n1	-0.2	-0.1	3.3	3.8	2.1	-6.9	-3.0	2.4	-18.7	-5.1
CC(=O)c1cc2c(cc1N/C(=N/S(=O)(=O)c1ccc(C)cc1)c1ccccc1)OCO2	-12.2	3.6	-7.7	-1.9	2.0	-3.5	-2.5	-7.0	-0.5	1.5
CCc1nc2c(s1)CCc1onc(-c3ccc(Cl)cc3)c1-2	-0.3	-0.9	-2.0	-0.9	2.0	6.5	15.5	-5.7	-5.7	2.5
O=C(CSc1nc(=O)n(Cc2ccccn2)c2c1CCC2)Nc1ccc(F)cc1F	-0.5	2.2	-0.6	0.1	-3.0	4.1	-6.3	-1.3	0.1	14.4
Cc1nc2nc3c(cn2n1)C(=O)CC(c1ccccc1)C3 (stereo not drawn)	1.3	-0.7	-4.0	4.6	-3.0	-4.9	1.5	1.7	-4.4	-0.2
CCOc1cccc(C2/C(=C(/O)c3ccc4c(c3)CC(C)O4)C(=O)C(=O)N2CCN2CCOCC2)c1 (stereo not drawn)	-0.2	-1.0	-1.7	-2.7	12.7	0.5	14.7	-0.1	-0.2	-1.8
S=C(c1c[nH]c2ccc(Br)cc12)N1CCOCC1	-0.2	0.5	0.1	5.0	2.8	-2.0	5.4	-3.1	-11.4	4.7
CN(C)CCCN(C(=O)c1ccc([N+](=O)[O-])s1)c1nc2cc3c(cc2s1)OCCO3	0.2	0.9	-4.6	-4.2	5.6	-3.4	2.6	2.8	16.6	-2.7
O=C(NC1CCCCC1)C(c1ccc(C(F)(F)F)cc1)n1c(=O)c(-c2ccco2)nc2ccccc21 (stereo not drawn)	-2.1	nt	-8.5	6.5	20.3	-86.9	-1.0	-11.4	4.0	11.2
Cc1nc(N2CCN(Cc3ccccc3)CC2)c(C#N)c2c1COC(C)(C)C2	0.2	-1.0	-5.2	-1.2	-10.7	-3.1	-6.0	-1.9	-0.1	-1.7
Cn1ccnc1SCC(=O)N1CCc2ccccc21	0.7	5.0	11.9	3.1	-3.9	5.2	14.8	-0.2	0.3	2.4
Cc1ccc(Cl)cc1NC(=S)N1CCC(c2ccccc2)C1 (stereo not drawn)	-1.1	-2.6	3.0	3.8	-0.2	5.9	4.5	-1.5	8.7	-0.8
O=C(C1=C[C@H](c2ccc(Br)cc2)C[C@H](OCc2ccc(CO)cc2)O1)N1CCOCC1	0.3	0.7	-16.3	4.2	-2.9	13.4	-13.2	-13.6	-5.9	1.5
CC1(C(=O)NCc2cccs2)CCN1C(=O)Cc1ccc(Cl)cc1Cl (stereo not drawn)	0.0	-1.5	-8.7	0.6	0.2	1.6	6.9	-1.1	6.2	-7.0
CCCCN(C)S(=O)(=O)c1ccc(C(=O)Nc2nnc(C3=COCCO3)o2)cc1	0.0	1.1	-6.3	-2.2	23.3	5.8	0.3	0.7	-9.6	-17.9
O=C(O)CCCC(=O)N1N=C(c2ccccc2)CC1c1ccc2nccnc2c1 (stereo not drawn)	0.2	1.0	0.2	-9.5	6.2	-7.0	17.9	-2.6	0.2	16.6
Cc1cc(C)n(-c2nc3c(c(=O)[nH]c(=O)n3C)n2CC(O)COc2ccccc2C)n1 (stereo not drawn)	0.1	0.8	1.5	5.3	-4.5	8.0	4.3	-4.5	-5.7	0.7
Cc1ccc(C2CC2c2n[nH]c(=S)n2-c2ccc(Cl)cc2)cc1 (stereo not drawn)	0.0	0.0	-5.5	-2.7	11.9	19.4	-0.8	-15.2	-8.9	0.1
Cc1ccc(NC(=S)NCC2CCN(C(C)c3ccccc3)C2)cc1 (stereo not drawn)	0.0	0.9	1.1	5.2	-4.1	-4.7	-12.9	-14.8	8.3	2.3

Two entries from above, with two lines to a compound:
Screens in order – KLK7 zymogen act	FXN GAA850 act	GC-B act	DDE Tn6 FP inh	rCAG RNA binder	ADAM10 inh	ARFGAP1 inh	GC-A act	ASAP1 GAP inh	sPLA2-III inh
> Cc1nc(N2CCN(Cc3ccccc3)CC2)c(C#N)c2c1COC(C)(C)C2
    0.2	-1.0	-5.2	-1.2	-10.7	-3.1	-6.0	-1.9	-0.1	-1.7
> Cn1ccnc1SCC(=O)N1CCc2ccccc21
    0.7	5.0	11.9	3.1	-3.9	5.2	14.8	-0.2	0.3	2.4

(further entries)
SMILES	KLK7 zymogen act	FXN GAA850 act	GC-B act	DDE Tn6 FP inh	rCAG RNA binder	ADAM10 inh	ARFGAP1 inh	GC-A act	ASAP1 GAP inh	sPLA2-III inh
CCOc1ccc(N)c(SSc2cc(OCC)ccc2N)c1	-0.3	3.6	4.2	-18.5	12.3	9.7	4.9	4.8	9.0	3.3
COc1ccc(C(=O)NC(NC(=O)c2ccc(OC)c(OC)c2)c2ccccc2F)cc1OC	0.0	3.4	-1.1	8.4	3.5	3.9	7.8	-0.1	9.8	1.5
Cc1ccc(OCC(=O)NNC(=O)C2CSC3(C)CCC(=O)N23)cc1C (stereo not drawn)	-0.5	0.8	3.2	-2.5	-2.7	2.7	1.3	1.7	-6.1	4.5
O=C(OCC(=O)N1CCN(C(=O)c2ccco2)CC1)c1ccc(S(=O)(=O)N2CCCCC2)cc1	0.2	0.0	4.6	1.7	4.4	-2.0	0.4	3.0	7.8	5.2
O=C(CNC(=O)c1ccc(S(=O)(=O)N2CCCC2)cc1)N/N=C/c1ccc(Cl)cc1	0.4	-6.8	0.2	-1.5	-0.8	-1.8	-0.4	3.8	-3.3	-13.7
Cc1cc2oc(=O)cc(CN3CCOCC3)c2cc1C	-0.3	-0.8	3.6	4.8	-2.1	-1.7	-13.7	2.7	6.2	4.4
CCOC(=O)CC1=C(C(=O)OCC)C(c2cccnc2)C(C#N)=C(N)O1 (stereo not drawn)	0.3	0.7	-7.1	-1.6	-0.8	-16.8	3.1	2.4	-9.0	-12.5
CC(C)COc1ccc(-c2nnn(CC(=O)N3CCCC3)n2)cc1	0.2	3.2	2.3	1.5	-5.9	1.5	13.1	1.7	-0.8	1.6
COc1cccc(N2[C@@H](CC(=O)O)c3ccccc3S2(=O)=O)c1	0.2	-0.8	7.7	-4.3	2.6	-0.6	-5.4	0.0	12.5	6.3
COc1ccc(C(=O)c2c(-c3ccc(OC)cc3)oc3ccccc23)cc1	-23.2	0.3	1.6	-3.9	13.4	-22.8	-3.6	0.1	-3.6	2.4
Cc1cccc(CC2SC(N)=NC2=O)c1 (stereo not drawn)	0.1	3.2	5.3	-4.9	2.6	-3.1	8.5	-0.8	-6.5	12.3
O=C1CSC(c2cn(-c3ccccc3)nc2-c2cccs2)N1Cc1ccccc1 (stereo not drawn)	0.6	nt	-6.2	-4.6	3.2	-8.0	0.8	-4.9	-7.3	1.9
CCOC(=O)C1CCN(C(=O)COc2ccc3c(c2)OCO3)CC1	-0.8	0.4	3.6	-1.3	-1.0	0.8	10.2	-4.6	-5.1	8.6
CC(C)CCSc1ncnc2c1oc1nc3c(cc12)COC(C)(C)C3	-0.1	0.2	-9.1	-4.1	-0.1	-4.3	28.1*	-1.1	5.0	17.6
CCCCc1nc2cc(C(=O)NCc3ccccn3)ccc2o1	0.3	0.5	-1.3	-5.0	-3.0	5.7	-7.5	-2.8	-13.2	-2.6
Clc1ccc(/C=N/c2c(-c3ccco3)nc3ccccn23)cc1	2.1	2.0	-2.2	-7.7	6.4	-76.4	-2.4	1.6	-3.8	-2.4
COc1ccc(N=C2SC(CC(=O)Nc3ccc(OC)cc3OC)C(=O)N2C)cc1 (stereo not drawn)	-0.6	-2.6	-3.0	0.3	3.5	-2.3	12.8	6.5	-4.3	-5.8
CC(/C=N/NC(=O)c1cc(-c2ccc(C)o2)[nH]n1)=C\c1ccccc1	0.0	0.2	6.4	-7.7	5.9	-34.0	-2.0	0.2	12.7	-20.3
Cn1c(CO)cnc1SCc1ccc(F)cc1	-0.3	-0.7	-1.7	4.6	-1.0	0.3	2.8	3.4	4.8	-4.5
Cc1ccc(CNC(=O)CCNC(=O)c2ccco2)cc1	0.2	-0.2	0.4	-1.4	-0.3	4.6	4.2	3.7	1.3	0.1
CN(Cc1ccccc1)C(=O)c1ccc2sc([C@H]3C[C@H](O)[C@@H](CO)O3)nc2c1	0.1	-0.3	5.4	-5.1	-0.9	-18.5	-1.4	-1.9	13.6	12.0
COC(=O)c1ccc(NCCC(=O)O)cc1	0.5	0.4	8.1	3.5	0.5	1.2	9.1	-0.7	-3.0	3.0
COc1ccccc1N1CCN(C(=O)c2cc(=O)c3cc(C)cc(C)c3o2)CC1	0.1	-1.0	-3.4	-3.7	1.8	0.3	11.1	-7.3	1.9	-0.3
O=C(CN1CCN(Cc2ccccc2)C1=O)NCCCN1CCOCC1	0.4	0.5	7.5	4.5	1.9	-6.5	10.6	0.0	11.5	-6.6
COc1cccc(CNC(=O)C(=O)NCC2CCCO2)c1 (stereo not drawn)	0.6	-2.7	-1.9	6.3	-0.2	-7.2	-1.4	3.3	-15.5	-5.1
CCCOc1cccc(NC(=O)c2cc(C)oc2C)c1	-0.2	0.5	3.8	4.0	4.3	13.8	9.5	6.2	0.5	-5.6
N#CCC(=O)Nc1ccc(C(=O)NCC(c2ccco2)N2CCCCC2)cc1 (stereo not drawn)	1.3	3.0	2.5	-1.0	12.7	-5.2	10.6	4.3	-2.0	-20.8
